# E-sel TNF inh – TNF alpha driven E-selectin expression inhibition; HUVEC TNFa-induced E-selectin immunofluorescence, high content; inhibition, % at 2 µM; 120,000 tested, 0.71% active;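 active = inhibition above the batch mean plus 3 SD, and confirmed as a hit on visual image review, cut at about 43% in these data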;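 note: 0% = TNF-stimulated DMSO wells and 100% = unstimulated control wells; not every result past the cut was called active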
# GALR2 antag – blocks the human galanin receptor 2; AID 828; 140,000 tested, 0.39% active; inhibition, % at 4 µM; GALR2-expressing cells, antagonist mode; in the data active = inhibition above about 27%;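 note: cells stimulated with galanin 1-16 at roughly its EC80; 0% = agonist challenge control and 100% = basal control without agonist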
# Target sequence (O43603 whole entry, looked up): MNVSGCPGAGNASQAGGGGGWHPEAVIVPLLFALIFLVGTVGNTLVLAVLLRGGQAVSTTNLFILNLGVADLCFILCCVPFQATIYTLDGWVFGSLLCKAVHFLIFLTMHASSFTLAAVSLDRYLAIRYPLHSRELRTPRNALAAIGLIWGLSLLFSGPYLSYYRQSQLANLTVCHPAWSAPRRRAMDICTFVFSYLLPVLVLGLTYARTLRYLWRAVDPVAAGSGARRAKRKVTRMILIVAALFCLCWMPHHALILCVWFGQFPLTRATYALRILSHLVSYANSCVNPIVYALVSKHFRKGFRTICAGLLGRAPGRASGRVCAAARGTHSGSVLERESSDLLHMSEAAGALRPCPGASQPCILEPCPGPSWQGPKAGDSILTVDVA
# Yeast lifespan up – yeast lifespan extension; S. cerevisiae growth with nicotinamide, OD615; deaD strain in restrictive glucose medium; AID 775; 130,000 tested, 0.68% active; inhibition of the nicotinamide effect, % at 10 µM;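 active = inhibition above a set limit, placed 3 SD over the median of all compounds, cut at about 26% in these data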;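 note: 0% = nicotinamide-treated wells and 100% = cells grown without nicotinamide; some compounds called inactive have numbers as strong as hits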
#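 Assay system: engineered S. cerevisiae DeaD replicative-lifespan strain, galactose-grown log-phase cells; medium: restrictive CSMM-D dextrose medium; also added: nicotinamide, 1.5 mM, co-present with compound; schedule: 48 h compound exposure at 30 °C, humidified; detection: absorbance at 615 nm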
# MRP1 act – MRP-1 activation | H69AR cells + doxorubicin, viability rescue, CellTiter-Glo | viability increase, % at 10 µM | 140,000 tested, 0.61% active | AID 799;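 active = viability gain under doxorubicin at or above a set limit, the compound median plus 3 SD, cut at about 4.7% in these data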;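 note: MRP-1 overexpressing cells given doxorubicin 25 µM after compound pretreatment; 18-22 h compound pretreatment then 72 h with doxorubicin before readout; 0% = doxorubicin-only wells and 100% = vehicle-treated cells without doxorubicin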
# Measles CPE – protection of cells from measles virus. Measles virus-infected cells, CPE protection, absorbance. protection (pct of control), % at 4 µM. 140,000 tested, 1.5% active. AID 841; in the data active = protection mostly above about 24%, no sharp cut-off; inactive = mostly below about 26%; note: some compounds called inactive have numbers as strong as hits
# HCT116 PTEN-null – suppresses growth of cells with PTEN deletion. viability, % at 10 µM. AID 827. HCT116 PTEN-null viability, CellTiter-Glo, 60 h; stronger effect = lower value. 140,000 tested, 1.2% active;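 active = viability at or below a set limit, 4 SD under the median of all tested compounds, cut at about 3.7% in these data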;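 note: PTEN knockout HCT116 line with beta catenin targeted HCT116 as companion control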
# NPY-Y2 antag – blocks the human neuropeptide Y Y2 receptor; NPY-Y2 expressing cells, antagonist mode; inhibition, % at 2.7 µM; 140,000 tested, 0.99% active; AID 793; in the data active = inhibition above about 17%;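 note: 0% = vehicle with agonist challenge and 100% = reference antagonist with challenge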
# Target sequence (P49146 whole entry, looked up): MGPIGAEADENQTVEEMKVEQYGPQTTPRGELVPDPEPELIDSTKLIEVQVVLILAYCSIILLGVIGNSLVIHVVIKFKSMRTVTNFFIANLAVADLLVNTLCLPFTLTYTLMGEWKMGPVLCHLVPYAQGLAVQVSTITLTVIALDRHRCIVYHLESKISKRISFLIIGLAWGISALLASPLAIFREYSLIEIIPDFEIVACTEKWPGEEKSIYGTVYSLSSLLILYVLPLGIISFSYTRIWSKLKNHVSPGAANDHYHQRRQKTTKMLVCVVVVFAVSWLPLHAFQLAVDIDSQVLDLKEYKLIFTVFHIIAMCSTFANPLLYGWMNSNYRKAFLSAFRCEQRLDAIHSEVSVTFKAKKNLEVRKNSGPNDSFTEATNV
# Phagocyt inh – inhibitors of macrophage phagocytosis; J774A.1 macrophage IgG-bead phagocytosis, imaging; inhibition, % at 5 µM; 110,000 tested, 0.07% active;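 active = inhibition above the mean of the plate negative controls plus 5 SD, cut at about 13% in these data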;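 note: phagocytic index as fraction of beads internalized from green versus red external bead signal; plate controls were DMSO negative control for no effect and cytochalasin-D positive control for full effect; some results beyond the cut were filed as inactive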
# Yeast growth inh – reduces growth of yeast BB579 in restrictive medium | inhibition, % at 10 µM | S. cerevisiae BB579 growth, OD615, 48 h | 140,000 tested, 0.51% active | AID 804;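 active = inhibition above a set limit, 3 SD over the mean compound inhibition, cut at about 44% in these data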; note: inactives centre near -24
#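 Detection: OD615 turbidity measurement; Material: Saccharomyces cerevisiae DeaD strain BB579, replicative lifespan model yeast; Timing: 48 h exposure, 30 °C; Doses: single 10 µM dose; Medium: CSMM-D restrictive synthetic medium containing dextrose (glucose); Controls: amphotericin B at 10 µg/mL as positive control.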
# bCat KO growth – beta-catenin-lacking colon tumor cell growth suppression | HCT116 beta-catenin knockout viability, CellTiter-Glo, 60 h; stronger effect = lower value | viability, % at 10 µM | 140,000 tested, 1.5% active | AID 818;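 active = viability at or under a set limit, the compound median less 4 SD, cut at about 6% in these data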;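 note: 0% = Hyamine 1622 control at 20 µM and 100% = untreated cell control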
# Active calls of the source: *; nt = not tested or not shown; & = joins results of further samples. Compounds were not picked by outcome; overall some 6.3% were active at least once.
SMILES,E-sel TNF inh,GALR2 antag,Yeast lifespan up,MRP1 act,Measles CPE,HCT116 PTEN-null,NPY-Y2 antag,Phagocyt inh,Yeast growth inh,bCat KO growth
COc1ccccc1N1CCN(C(=O)CCNS(=O)(=O)c2ccc(Br)s2)CC1,-25,10,-3,0.5,3,83,5,nt,-37,90
Cc1cc(C)n(-c2ccc(C(=O)OCc3ccccc3)cc2)n1,nt,1,-7,3.3,nt,102,4,-14,-29,92
CC(=O)NC(Cc1cnc[nH]1)C(=O)O (centres undefined),-11,1,0,-0.8,6,91,2,-1,-7,85
COc1ccc(N(CC(=O)O)S(=O)(=O)c2c(C)n[nH]c2C)cc1,-12,-1,-8,0.6,6,96,-2,1,-31,90
CCN(CC)c1ccc(/C=C/C(=O)c2ccc(Br)cc2)cc1,-19,11,4,-0.2,26,72,10,-9,-27,84
Cc1ccc(S(=O)(=O)N2CCN(C(=O)CCN3C(=O)c4ccccc4C3=O)CC2)cc1C,nt,-10,3,0.2,12,93,1,-5,-50,88
Nc1nonc1C(=O)N/N=C/c1cccc([N+](=O)[O-])c1,nt,6,1,-1.4,10,95,3,-3,-43,97
COC(=O)C(C)Oc1ccc(=O)[nH]n1 (centres undefined),nt,3,-6,-1.1,19,89,0,0,-10,93
COC(=O)CNC(c1ccccc1)c1cc(C)ccc1NC(=O)c1cccc(Cl)c1 (centres undefined),-16,-7,9,-0.3,2,61,17*,2,-66,67
N#CCSc1nc2scc(-c3cccs3)c2c(=O)n1CCc1ccccc1,5,-1,-4,-0.1,8,90,-2,nt,-51,86
Cc1ccc(CC2SC(=O)NC2=O)cc1Cl (centres undefined),-19,7,-6,4.8*,10,97,4,nt,-31,93
CCOc1ccc(-c2nnc3sc(COc4ccc(Cl)cc4)nn23)cc1,10,8,-7,-0.7,2,115,2,0,-88,118
CCOCCCNC(=O)C(NC(=O)c1cnccn1)c1ccc(OC)cc1 (centres undefined),nt,-8,-3,-1.7,15,96,4,-2,-23,94
O=C(O)CCCNC(=O)C(c1ccccc1)c1ccccc1,3,4&5,5&4,0.1&-1.2,3&4,81&95,1&0,-2&-6,-24&-16,93&92
O=C(NCc1nnc(SCc2ccc(F)cc2)n1-c1ccc(F)cc1)C12CC3CC(CC(C3)C1)C2,-13,-8,-3,-0.7,10,95,3,10,15,91
CC(=O)Nc1c2c(nn1-c1cccc(Cl)c1)CS(=O)C2 (centres undefined),20,12,0,-1.9,17,96,1,1,-26,97
COC(=O)c1oc2ccc(Cl)cc2c1-n1cccc1,-9,8,-10,0.3,12,97,15,0,-80,88
Nc1nc(CN2CCN(c3ccccn3)CC2)nc(Nc2ccc(F)cc2)n1,12,4,1,-2.5,15,88,0,0,-5,87
CCOc1ccc(C(N)=O)cc1OC,2,10,-10,-0.8,19,105,2,-1,-23,108
COc1ccc(N(Cc2ccccc2)C(=O)c2ccccc2[N+](=O)[O-])cc1,7,4,-15,-2.9,4,93,0,-2,-37,91
c1cncc(-c2nc3ccccn3c2Nc2ccc3c(c2)OCCO3)c1,7,1,-6,-3.2,0,82,3,nt,-14,86
COc1ccc(N2CCN(CCCNS(=O)(=O)c3ccc4c(c3)oc(=O)n4C)CC2)cc1,nt,-2,-9,-1.9,10,84,1,0,-1,81
CCC(C)(C)NC(=O)C(c1ccco1)N(C(=O)CNC(=O)c1cccs1)c1cccnc1 (centres undefined),7,1,nt,-1.3,4,90,2,nt,-21,92
CC1CCCCN1C(=O)CSc1ccc(-c2ccc(F)cc2)nn1 (centres undefined),nt,-5,-17,-0.8,15,110,1,-1,-52,92
O=C(CCc1nc(-c2ccccc2F)no1)NC1CCN(Cc2ccccc2)CC1,5,-6,-4,-2.8,20,87,2,0,-6,90
# Continued.
SMILES,E-sel TNF inh,GALR2 antag,Yeast lifespan up,MRP1 act,Measles CPE,HCT116 PTEN-null,NPY-Y2 antag,Phagocyt inh,Yeast growth inh,bCat KO growth
CCN(CC)S(=O)(=O)c1ccc(N2CCOCC2)c(NC(=O)c2c3c(nc4ccccc24)CCC3)c1,19,2,-2,-1.4,6,93,0,-10,-13,92
Cc1ccc(CNC(=O)CCn2nc(-c3ccc(Cl)cc3)ccc2=O)cc1,-19,-2,-27,-1.4,9,106,2,-1,5,93
Cc1cn2c(-c3ccncc3)nnc2s1,nt,8,-8,0.3,39,102,1,nt,-13,101
Cc1cc(C(=O)OCC(=O)Nc2ccccc2[N+](=O)[O-])c2ccccc2n1,nt,40*,2,-1.4,12,96,4,-2,-25,96
Cc1ccc(Nc2nnc(SC/C(O)=C(\C#N)c3nc4ccccc4[nH]3)s2)c(C)c1,4,7,-2,-2.6,1,84,2,7,-18,85
COc1cc2c(cc1NC(=O)CSc1cccc[n+]1[O-])oc1ccccc12,nt,-5,-2,-1.6,7,76,6,0,-36,70
COc1cc(S(=O)(=O)Nc2ccccc2)ccc1NC=O,-30,-1,-4,-1.1,12,99,-1,-1,-26,91
CNc1oc(-c2cccs2)nc1C#N,1,3,-29,-0.8,4,86,-1,nt,14,76
Cc1ccc(-c2csc3n[nH]c(=S)n23)cc1,nt,6,-4,-1.2,30,97,0,0,-48,96
O=C(CNC(=O)c1cccs1)NCC(=O)OCc1ccccc1Cl,-65,-6,-10,-0.2,22,96,7,0,-43,90
CC(C)CCn1nc(C(=O)OC(C)C(=O)NC(N)=O)c2ccccc2c1=O (centres undefined),-33,-5,-16,1.1,15,109,1,0,-21,102
C=C1c2ccccc2NC(=O)N1c1ccc(C)cc1,14,-2,-5,-3.3,14,96,1,nt,-11,96
CCOC(=O)c1sc2nc(CC(=O)OC)nc(NCc3ccc(Cl)cc3)c2c1C,-15,-11,4,-1.6,5,89,1,1,-36,84
Cn1ccs/c1=N\S(=O)(=O)c1ccc(F)cc1,14,-4,-4,-1.4,3,109,0,nt,-24,95
CC(/C=N/NC(=O)c1cc(C(C)C)[nH]n1)=C\c1ccccc1,nt,-1,-4,-3.7,0,63,1,-7,-23,71
Cc1cc(C)nc(/N=C(/NC(=O)c2ccccc2)Nc2ccccc2)n1,15,-4,-3,-0.2,2,103,2,-1,26,106
COc1cnc(-c2ccccn2)nc1Sc1ccc(Cl)cc1,3,-2,18,-6.4,6,10,6,-3,-22,20
O=C(COC(=O)c1cc([N+](=O)[O-])ccc1NCCO)c1ccccc1,nt,-1,-2,-0.5,5,104,-2,-1,10,91
COc1ccc(S(=O)(=O)N(CC(=O)N2CCN(c3ccccc3OC)CC2)c2ccccc2)cc1,-21,7,nt,3.3,5,67,3,0,-51,72
Brc1cccc(-c2nc(-c3ccncc3)no2)c1,2,4,-14,-1.2,2,88,5,2,-13,104
COc1ccc(/C(N)=N/OC(=O)c2ccc(C)c([N+](=O)[O-])c2)cc1,19,14,-13,-2.9,12,91,-1,-1,-28,82
CN1CC(=O)N(CC(=O)Nc2ccc(N(C)C)cc2)c2ccccc2C1=O,-7,4,-18,-2.1,20,92,0,1,-29,100
CC1CCN(C2(O)C(=O)Nc3ccc([N+](=O)[O-])cc32)CC1 (centres undefined),24,1,-5,0.1,2,102,1,nt,-33,102
CCOC(=O)C1CCCN(C(=O)c2cc3c(-c4cccc(OC)c4)nn(C)c3s2)C1 (centres undefined),8,0,-12,-1.3,6,35,7,-1,-22,33
O=C(CCCCn1c(=O)c2ccccc2n(CC(=O)NC2CCCC2)c1=O)NCc1ccco1,-9,-1,-6,-1.3,9,89,8,2,-32,93

# The final three entries of the section above lead into the next.
SMILES,E-sel TNF inh,GALR2 antag,Yeast lifespan up,MRP1 act,Measles CPE,HCT116 PTEN-null,NPY-Y2 antag,Phagocyt inh,Yeast growth inh,bCat KO growth
CC1CCN(C2(O)C(=O)Nc3ccc([N+](=O)[O-])cc32)CC1 (centres undefined),24,1,-5,0.1,2,102,1,nt,-33,102
CCOC(=O)C1CCCN(C(=O)c2cc3c(-c4cccc(OC)c4)nn(C)c3s2)C1 (centres undefined),8,0,-12,-1.3,6,35,7,-1,-22,33
O=C(CCCCn1c(=O)c2ccccc2n(CC(=O)NC2CCCC2)c1=O)NCc1ccco1,-9,-1,-6,-1.3,9,89,8,2,-32,93
O=c1cc(CN2CCN(c3ccccc3F)CC2)c2cc(O)c(-c3ccccc3)cc2o1,-1,1,5,-4.1,6,73,1,-2,-40,83
O=C(CCCNC(=O)/C(=C\c1ccc(F)cc1)NC(=O)c1ccccc1)OCc1ccccc1,-10,11,-4,-0.6,4,88,5,nt,-25,92
CC(=O)NC(=S)Nc1ccc(NC(=O)COc2ccc(Cl)cc2)cc1,-10,-1,-18,-0.1,19,102&100,2,-1,1,84
CCOC(=O)CSc1nc2ccccc2c(=O)n1CC1CCCO1 (centres undefined),19,8,-5,-1.5,15,103,5,-1,-1,98
CC(C)CN1C(=O)NC(NC(=O)c2cccnc2)(C(F)(F)F)C1=O (centres undefined),nt,4,-5,-0.3,4,102,0,-4,-11,97
Cc1ccc(-c2cc(C(=O)N/N=C/c3c[nH]c4ccccc34)n[nH]2)o1,nt,19,-1,-4.0,3,64,3,-7,-41,63
CCOC(=O)C1CCN(Cc2ccc(O)c(OC)c2)CC1,nt,0,-3,-3.0,15,92,0,3,-47,86
C=CCn1c(SCc2c(C(=O)OC)sc(N)c2C(=O)OC)nnc1-c1ccc(Cl)cc1,1,-14,-1,-4.0,0,67,4,nt,-7,77
O=C1Nc2ccccc2N(O)N1c1ccc(S(=O)(=O)N2CCOCC2)cc1,nt,-2,-4,-1.4,9,111,0,-8,-15,104
Cc1cc(=O)oc2cc(OCC(=O)OCC(=O)Nc3ccc(C(C)C)cc3)ccc12,-1,-7,-2,2.3,3,94,-1,-1,-5,89
CN1C(=O)C2(C(C#N)=C(N)N(c3cc(Cl)cc(Cl)c3)C3=C2C(=O)CC(C)(C)C3)c2ccccc21 (centres undefined),-5,2,17,-3.1,9,84,2,2,-29,99
CCS(=O)(=O)NCCc1csc(-c2cccnc2)n1,nt,5,-1,-2.8,20,106,1,0,-15,91
CNC(=O)c1sc(-c2ccccc2)nc1C,-3,9,-15,-0.4,10,104,-1,0,-37,112
OCCN(Cc1ccccc1)Cc1ccc(Cl)cc1Cl,5,1,11,-4.4,7,69,-2,nt,-37,83
CCN(CC)S(=O)(=O)c1ccc(F)cc1,4,-2,-6,-1.7,6,97,1,nt,-16,95
CCCCOc1c(Br)cc(/C=N/O)cc1OCC,5,-4,nt,-6.0,24,90,13,nt,-30,94
CC(Oc1ccc(Cl)cc1)c1ccnn1S(=O)(=O)c1ccccc1 (centres undefined),-47,9,-30,-3.9,7,68,8,3,-41,74
Fc1ccc(NC(=S)NCc2cccs2)cc1,nt,9,-4,-3.8,9,93,2,nt,1,88
CCOC(=O)c1[nH]nc(-c2cc(CC)c(O)cc2O)c1-c1cscn1,-26,-2,-23,-3.8,36,52,0,1,-33,63
COc1cc(NC(=O)CN2CCN(c3ccccc3O)CC2)c(C)cc1[N+](=O)[O-],nt,5,3,-1.2,8,85,-2,nt,2,91
CCOC(=O)CC1C(C(=O)OCC)ON2OC(C(=O)OC)C(C(=O)OCC)C12 (centres undefined),9,-3,-6,0.1,25,107,6,-1,-8,92
